TAG inh: triacylglycerol accumulation inhibition; H9c2 cells, Nile Red lipid (TAG) fluorescence; cells loaded with 200 µM oleic acid; inhibition, % at 12.5 µM; 230,000 compounds, 0.66% hits;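 active = pattern-corrected inhibition of lipid staining of at least 50% with the nuclear-stain viability signal not falling by more than 50%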;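 also: 0% = DMSO wells and 100% = triacsin C control wells; some results filed as inactive read as strong as hits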
TAG inh DAPI viability: recorded beside TAG inh, whose call it bears; DAPI nuclei signal change (viability), lower = more cytotoxic, %;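 whole-well DAPI fluorescence read on a plate reader as a viability signal; minus 50 percent equals half of cells still viable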
* hit, by the source's call. A portion of the library (hit frequency here may not be typical).

nr	compound	TAG inh	TAG inh DAPI viability
1	O=C(O)CCSc1ccc([N+](=O)[O-])cc1[N+](=O)[O-]	-4	-3
2	FC(F)(F)c1ccc(-n2cn[nH]c2=S)cc1	-24	-1
3	CC1=C(C(=O)N2CCOCC2)CC(CC(=O)NCc2cccs2)C(=O)N1Cc1ccc(C(C)(C)C)cc1 (stereo not given)	18	-3
4	CC1CC(=O)C2=C(C1)Nc1ccccc1SC2c1ccc(F)cc1 (stereo not given)	-1	-5
5	CC(=O)Nc1nc2c(C)c(Cl)ccc2s1	-3	8
6	Nc1ccn(CC(=O)NCCc2ccccn2)c(=O)n1	7	8
7	CC(C)(C)c1ccc(CC(=O)N2CCC2(C)C(=O)NS(=O)(=O)c2cccc(OC(F)F)c2)cc1 (stereo not given)	1	-5
8	O=C(Cc1ccc(-n2c(=O)c3ccccc3n(Cc3ccccc3Cl)c2=O)cc1)NCC1CCCO1 (stereo not given)	2	5
9	CCOc1ccc(NC(=O)C2(c3ccc(OC)c(OC)c3)CCCC2)cc1	11	-2
10	CCOc1ccccc1C(=O)NCC(=O)N(C)CC(=O)Nc1ccc(N2CCOCC2)cc1	1	-2
11	CCOC(=O)c1c(NC(=O)c2cccs2)sc2c1CC(C)(C)OC2	29	-2
12	CC(C)Oc1ccc(Oc2ccc(C(F)(F)F)cn2)cc1	2	7

More structures
nr	compound	TAG inh	TAG inh DAPI viability
13	COc1cccc(CNC(=O)c2cc3oc4ccccc4c3n2C)c1OC	-9	7
14	O=C(OCn1nnc2ccccc2c1=O)c1cn(-c2ccccc2)nc1-c1cccnc1	24	-13
15	O=C(O)c1ccc(CN2C[C@@H](CO)O[C@@H](n3cnc4c(N5CCOCC5)ncnc43)C2)cc1	3	-4
16	CCN(CC(=O)Nc1ccccc1-c1ccccc1)Cc1nc2ccccc2c(=O)[nH]1	27	-16
17	C=CCNc1nc(NCc2ccco2)nc(OCC)n1	6	-6
18	COc1ccc(N2CCN(Cc3cc(=O)oc4cc5c(cc34)CCCC5)CC2)cc1	-8	9
19	CCOC(=O)N1CCN(C(=O)c2cc(S(=O)(=O)N3CCc4ccccc43)ccc2OC)CC1	8	-2
20	Cc1cc(S(=O)(=O)N2CCCC2)ccc1OCC(=O)Nc1ccccc1	-1	-8
21	N#C/C(=C\c1ccccc1O)C(=O)Nc1cccnc1	2	-4
22	C/C(=N\Nc1cccc(C(=O)O)c1)c1ccc2c(c1)Nc1ccccc1S2	2	-5
23	COC(=O)[C@]1(C)N[C@H](CN(C)C(=O)C2CCCCC2)[C@@H]2C(=O)N(Cc3ccccc3)C(=O)[C@@H]21	-3	8
24	CS(=O)(=O)c1ccc(Cl)c(NC(=O)C2CC(=O)N(c3ccc4c(c3)OCCO4)C2)c1 (stereo not given)	-8	2

Going on with the list:
nr	compound	TAG inh	TAG inh DAPI viability
25	Cc1cccnc1NC(=O)CNC(=O)c1sc2ccccc2c1Cl	-8	4
26	C=CCNc1oc(-c2cccs2)nc1S(=O)(=O)c1ccccc1	-14	2
27	CC1CCCN(C(=O)CCc2nnc(-c3ccc4c(c3)OCO4)o2)C1 (stereo not given)	5	-5
28	O=C(O)c1n[nH]c2c1CCCCC2	9	-2
29	CCOC(=O)N1CCC(N2C(=O)c3ccc(C(=O)O)cc3C2=O)CC1	-12	11
30	COc1cccc(-c2nc(CN3CCN(C(=O)c4ccco4)CC3)c(C)o2)c1OC	9	-1
31	CC1CCN(Cc2c(C#N)c3ccccc3n2C)CC1	1	-9
32	COc1ccc(OCC(O)CNC(=O)Nc2ccc(Cl)cc2)cc1 (stereo not given)	-13	3
33	COc1cc(OC)c(C(=O)c2ccccc2[N+](=O)[O-])c(OC)c1	-10	-4
34	O=C(CSc1nc(=O)n(CCCN2CCOCC2)c2c1CCC2)Nc1ccc([N+](=O)[O-])cc1	16	-3
35	COC(=O)[C@@H](Cc1ccccc1)NC(=O)Cn1cnc2c(SC)nc(N)nc21	21	-2
36	COc1ccc(OC)c(NC(=O)Cn2c(=O)oc3ccccc32)c1	-6	-6

Next records:
nr	compound	TAG inh	TAG inh DAPI viability
37	COC(=O)c1ccc(C2C(C(=O)Nc3ccc(C)cc3C)=C(C)Nc3ncnn32)cc1 (stereo not given)	-11	6
38	CN(C)CCn1c2c(c(SCC(=O)Nc3ccc4c(c3)OCCO4)nc1=O)CCC2	8	4
39	COc1c(Br)cc(Br)cc1C(=O)O	11	4
40	C/C(=C\C(=O)O)CC(=O)O	-8	4
41	CC1=C/C(=N\NC(=S)NCc2ccccc2)CC1	-3	-8
42	COCCNC(=O)C(c1ccc(F)cc1)N(CCOC)C(=O)CCC(=O)Nc1nccs1 (stereo not given)	-7	8
43	O=C(CSc1nc2ccc(Cl)cc2[nH]1)NC1CCCC1	-9	-1
44	Cn1c(CN2CCN(C(=O)c3ccccc3Cl)CC2)nc2cc([N+](=O)[O-])ccc21	8	11
45	CC(C)CNS(=O)(=O)c1ccc(CCC(=O)N2CCN(c3ccccc3)CC2)cc1	15	-2
46	COc1ccc(NS(=O)(=O)c2cc(NC(=O)c3nn(C)c(=O)c4ccccc34)ccc2OC)cc1	-4	-6
47	CC(C)(C)NC(=O)CN(Cc1ccc(F)cc1)C(=O)Cn1nnc(-c2ccc(F)cc2)n1	-2	-7
48	CCN(CC(=O)NCc1cccs1)C(=O)COc1ccccc1C#N	18	1

Carrying on.
nr	compound	TAG inh	TAG inh DAPI viability
49	CN(CC(=O)Nc1ccc(Cl)cc1)S(=O)(=O)c1cccc2cccnc12	8	-4
50	COC(=O)c1c(NC(=O)C(C)(C)C)csc1C	0	6
51	O=C(/C=C/c1cccc(F)c1)OCC(=O)N1CCc2ccccc21	15	-5
52	CC1=C(C(=O)N2CCOCC2)C(c2ccccc2F)NC(=O)N1 (stereo not given)	-3	6
53	C/C(Cc1ccccc1)=N\NC(=O)CNC(=O)c1ccccc1Cl	5	-8
54	COc1ccc(CCn2c(C)cc(C(=O)CCl)c2C)cc1OC	13	-25
55	O=C(C[C@@H]1C/C=C\CCC(=O)OC[C@@H]2CCCN2C1=O)NCCO	-8	-10
56	COc1ccc(O)c(C(=O)c2cnc3onc(C(C)C)c3c2)c1	29	-14
57	O=[N+]([O-])c1cccnc1NCCc1ccccc1	0	1
58	Nc1c(C(=O)NCCc2ccccc2)sc2nc(N3CCOCC3)c3c(c12)CCCC3	22	40
59	CSc1ccccc1OCc1cc(C(=O)N(C)C(C)c2nc(C)cs2)no1 (stereo not given)	-18	5
60	O=C1C=C(c2ccc(OC(F)(F)F)cc2)C[C@@H](c2ccc(Cl)cc2)C1	23	7

(listing goes on)
nr	compound	TAG inh	TAG inh DAPI viability
61	O=C(NC1CC1)C1=C[C@H](c2c[nH]c3ccccc23)C[C@H](OCc2ccc(CO)cc2)O1	-59	-1
62	Cc1nnc2sc(SCc3cccc(Cl)c3)nn2c1=O	-9	9
63	Cc1ccc(NC(C(N)=O)c2c(C)[nH]c(=O)[nH]c2=O)cc1 (stereo not given)	-8	-11
64	COC(=O)[C@]1(Cc2ccccc2)N[C@H](CN(C)C(=O)Nc2ccc(Cl)cc2)[C@@H]2C(=O)N(C)C(=O)[C@@H]21	0	-5
65	Cc1ccc(C)c(NC(=O)c2cc3ccccn3n2)c1	-3	11
66	O=C(Nc1ccon1)c1ccc(F)c(S(=O)(=O)N2CCCCC2)c1	-1	6
67	O=C(Nc1nc(-c2ccccn2)cs1)c1ccc(-c2ccccc2F)o1	15	-4
68	O=C1N[C@@H](Cc2ccccc2)COC(=O)[C@@H](Cc2ccc(F)cc2)CC/C=C/C[C@H]1CC(=O)N(CCO)Cc1ccccc1	32	-8
69	O=C(Nc1nc2ccccc2n1CCN1CCCC1)c1ccc(Cl)cc1	28	14
70	CCOC(=O)C1CCN(c2nc3ccccc3n2CC(=O)c2ccccc2)CC1	9	-3
71	COC(=O)C(Cc1ccccc1)OS(N)(=O)=O (stereo not given)	2	-7
72	CC(=O)NC1C(=O)N(Cc2ccccc2)c2ccc(Br)cc21 (stereo not given)	14	-7

More compounds.
nr	compound	TAG inh	TAG inh DAPI viability
73	CCC1CCCCN1C(=O)COC(=O)CN(C)S(=O)(=O)c1ccc(NC(C)=O)cc1 (stereo not given)	20	-15
74	CCC(=O)NNc1ncnc2c1cnn2-c1ccccc1	2	0
75	Cc1cccc(NC(=O)C(C)SCc2ccccc2)c1 (stereo not given)	4	-8
76	CC(OC(=O)c1cn(-c2ccccc2)nc1-c1cccnc1)C(N)=O (stereo not given)	7	2
77	CC(C)OCCCNC(=S)Nc1ccc2nc3n(c(=O)c2c1)CCCCC3	-31	42
78	COC(=O)c1c(SCc2ccc(C#N)cc2)nc(=O)[nH]c1C	-4	-9
79	Cc1ccc(CNC(=O)CN2CCN(Cc3ccc(C)cc3)C2=O)cc1	-21	11
80	C=CCn1c(COc2ccc(F)cc2)nnc1SCC(=O)NC1CCS(=O)(=O)C1 (stereo not given)	8	1
81	N#C/C(=C\c1ccc2c(c1)OCO2)C(N)=S	11	-11
82	COc1cc(OC)c(C(=O)OCC(=O)N(Cc2ccccc2)C(C)(C)C)cc1OC	10	-3
83	CN1C(=O)[C@H]2[C@@H](/C=C/c3ccccc3)N3C(=O)CN(Cc4ccc(-c5ccccc5)cc4)C(=O)[C@@]3(Cc3ccccc3)[C@H]2C1=O	-3	-2
84	CCCCCCNc1c([N+](=O)[O-])cc(C)cc1[N+](=O)[O-]	-3	-1

Other results follow:
nr	compound	TAG inh	TAG inh DAPI viability
85	COc1ccc(-c2c(-c3ccc(OC)nc3)c3ccccc3n2C)cc1	40	5
86	CCOc1ccc(CCNC(=O)CN2C(=O)NC3(CCCCC3C)C2=O)cc1OCC (stereo not given)	39	-2
87	COc1ccc(C(=O)NC2CCN(S(=O)(=O)Cc3ccccc3)CC2)c(OC)c1	7	-8
88	CCCCn1c(N)c(N(CCOC)C(=O)COC(=O)COc2cc(C)ccc2Cl)c(=O)[nH]c1=O	-8	-4
89	CNc1nc(NC)nc(NNC(=O)c2ccccc2)n1	0	-2
90	Cc1ccc(S(=O)(=O)Nc2ccc(F)c(S(=O)(=O)N3CCOCC3)c2)cc1	6	0
91	O=C1c2ccccc2C(=O)N1CCCc1cn(C[C@H]2CC[C@@H]([C@@H]3CC[C@H](Cn4cc(CCCN5C(=O)c6ccccc6C5=O)nn4)O3)O2)nn1	-16	-4
92	COc1ccc(NC(=O)CCOc2ccc(C)cc2)cc1S(=O)(=O)N1CCCCC1	-19	-2
93	COc1nc(-c2ccccc2)ccc1-c1noc(-c2ccco2)n1	-6	17
94	COc1ccccc1N1CCN(C(=O)c2ccc(-c3nc4ccccc4s3)o2)CC1	0	7
95	CCOC(=O)c1c(NC(=O)CN2CCCCC2)sc(CN(C)C)c1-c1ccccc1	25	4
96	Cc1ccc(NC(=O)C2CC(Cl)=CCC2C(=O)O)c([N+](=O)[O-])c1 (stereo not given)	-14	13

Further entries:
nr	compound	TAG inh	TAG inh DAPI viability
97	O=C(Nc1cccnc1)c1ccc(COc2cc(Cl)ccc2Cl)o1	20	-12
98	Cc1nnc(NS(=O)(=O)c2ccc(N=Nc3ccc(N)nc3N)cc2)s1	15	-5
99	Cc1cc(Nc2ccc(C)c(Cl)c2)nc(N2CCOCC2)n1	72*	-38*
100	COc1ccc(N2CC(O)(c3ccc(C)cc3)[N+]3=C2CCCC3)cc1 (stereo not given)	2	2
101	N#CCCN(C(=O)COC(=O)C1=NNC(=O)CC1)c1ccccc1	-11	0
102	O=C(O)c1cc2nc(-c3cccs3)cc(C(F)(F)F)n2n1	20	-5
103	Cc1cc(C)n(-c2ccc(C(=O)N3CC(C)OC(C)C3)cc2)n1 (stereo not given)	0	11
104	COc1cc(OC)cc(-c2c(-c3ccc(F)cc3)c3cc(-c4ccc5cc[nH]c5c4)ccc3n2C)c1	12	-23
105	CC[C@@H](Nc1ncnc2c1oc1ccccc12)C(=O)O	5	1
106	Cc1[nH]nc2c1C(c1ccsc1)C1=C(CC(C)(C)CC1=O)N2 (stereo not given)	-2	4
107	CCC(C)NC(=O)c1c(-c2cc(Cl)c(OC)c(Cl)c2)noc1C (stereo not given)	-9	2
108	CC(C)Cc1cc(CN2CCC(CO)(Cc3cccc(C(F)(F)F)c3)CC2)[nH]n1	1	16

New compounds follow:
nr	compound	TAG inh	TAG inh DAPI viability
109	Cc1c(N(C)S(=O)(=O)c2ccc(Cl)c(C(=O)NCC(C)(C)N3CCOCC3)c2)c(=O)n(-c2ccccc2)n1C	-12	1
110	O=C(c1ccc(S(=O)(=O)NCc2ccco2)cc1)N1CCN(c2ccccc2)CC1	6	2
111	O=[N+]([O-])c1ccc(F)cc1Oc1nc(-c2cccnc2)nc2ccccc12	-3	2
112	Cc1ccc(C(C)NC(=O)C2CCCC2)cc1C (stereo not given)	-4	3
113	O=C(CCCN=C1NS(=O)(=O)c2ccccc21)OCc1ccccc1	-13	1
114	COc1ccccc1NC(=O)Cn1nnc2sc3c(c2c1=O)CC(C)(C)OC3	-12	2
115	CN(CCc1ccccc1)C(=O)c1ccc(NC(=O)Cc2ccc(NC(=O)C3CCCN(S(=O)(=O)c4cccc([N+](=O)[O-])c4)C3)cc2)cc1 (stereo not given)	2	-1
116	CC1CCCCC1NC(=O)CSc1nnc(C(F)(F)F)n1C (stereo not given)	9	0

Structural class: those above containing an aryl thioether with sulfur outside any ring
nr	compound	TAG inh	TAG inh DAPI viability
1	O=C(O)CCSc1ccc([N+](=O)[O-])cc1[N+](=O)[O-]	-4	-3
34	O=C(CSc1nc(=O)n(CCCN2CCOCC2)c2c1CCC2)Nc1ccc([N+](=O)[O-])cc1	16	-3
35	COC(=O)[C@@H](Cc1ccccc1)NC(=O)Cn1cnc2c(SC)nc(N)nc21	21	-2
38	CN(C)CCn1c2c(c(SCC(=O)Nc3ccc4c(c3)OCCO4)nc1=O)CCC2	8	4
43	O=C(CSc1nc2ccc(Cl)cc2[nH]1)NC1CCCC1	-9	-1
59	CSc1ccccc1OCc1cc(C(=O)N(C)C(C)c2nc(C)cs2)no1 (stereo not given)	-18	5
62	Cc1nnc2sc(SCc3cccc(Cl)c3)nn2c1=O	-9	9
78	COC(=O)c1c(SCc2ccc(C#N)cc2)nc(=O)[nH]c1C	-4	-9
80	C=CCn1c(COc2ccc(F)cc2)nnc1SCC(=O)NC1CCS(=O)(=O)C1 (stereo not given)	8	1
116	CC1CCCCC1NC(=O)CSc1nnc(C(F)(F)F)n1C (stereo not given)	9	0
